Platelet DG rel = modulates dense granule release in human platelets; human platelet-rich plasma, SFLLRN dense granule ATP release, luminescence; inhibition, %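 (compounds screened at 7.5 µM in platelet-rich plasma)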; 300,000 compounds, 0.22% hits;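 active = mean replicate score, as percent of positive control, at or above 50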
DYRK1A inh = blocks rat Dyrk1A kinase activity; Q63470; ADP-Glo luminescence, NFATc1 peptide; inhibition, % at 12.5 µM; 310,000 compounds, 0.43% hits; AID 504441; in the data active = inhibition above about 50%;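 note: plate controls were vehicle with enzyme for no effect and no enzyme for full effect; many of its hits are not listed in these tables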
KLF5 inhibitor = kruppel-like factor 5 inhibition; inhibition, % at 5 µM; 290,000 compounds, 0.23% hits; AID 1700; DLD-1 KLF5 promoter-luciferase reporter, luminescence;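 active = inhibition above a per-plate limit of that plate's mean compound inhibition plus 3 SD, cut at about 60% in these data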;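 note: 0% = DMSO wells and 100% = LY294002 at 200 µM; higher means less KLF5 promoter-driven luciferase light; inactives centre near -14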
HSP90 inh = inhibitors of HSP90 luciferase refolding in rabbit reticulocyte lysate | 290,000 compounds, 0.91% hits | inhibition, % at 5.6 µM | luciferase refolding luminescence, 3 h;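 active = inhibition above the screen-wide mean plus 3 SD, computed separately per campaign, cut at about 16% in these data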;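 note: 0% = DMSO wells and 100% = 60 µM geldanamycin wells; inhibitors lower the luminescence because luciferase stays unfolded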
IEC-6 tox = IEC-6 cytotoxicity, counter-screen for KLF5 inhibitors. luminescence viability. inhibition, % at 5 µM. 290,000 compounds, 0.78% hits; in the data active = inhibition above about 22%;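 note: 0% = plate median of test compound wells and 100% = cytotoxic reference compound wells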
aSyn UTR inh = MLPCN primary screen, SNCA 5' untranslated region. alpha-synuclein 5'UTR reporter, inhibitor activity. inhibition, % (tested at 7.5 µM). 300,000 compounds, 0.82% hits. AID 1813; in the data active = inhibition above about 60%;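 note: H4 neuroglioblastoma cells stably carrying SNCA 5'UTR luciferase fusion; 0% = DMSO wells and 100% = positive control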
GSK3B inh = inhibitors of human GSK3beta kinase; P49841; GST-GSK3beta kinase, ADP-Glo luminescence, 60 min; hits give low values; activity score (negative = inhibition), % at 10 µM; 300,000 compounds, 0.038% hits; AID 2097;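 active = more than half of replicate wells score below -50%, meaning over 50% inhibition versus plate controls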;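 note: 0% = median DMSO wells and -100% = median GW8510 positive control wells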
Target sequence (P49841 whole entry, looked up): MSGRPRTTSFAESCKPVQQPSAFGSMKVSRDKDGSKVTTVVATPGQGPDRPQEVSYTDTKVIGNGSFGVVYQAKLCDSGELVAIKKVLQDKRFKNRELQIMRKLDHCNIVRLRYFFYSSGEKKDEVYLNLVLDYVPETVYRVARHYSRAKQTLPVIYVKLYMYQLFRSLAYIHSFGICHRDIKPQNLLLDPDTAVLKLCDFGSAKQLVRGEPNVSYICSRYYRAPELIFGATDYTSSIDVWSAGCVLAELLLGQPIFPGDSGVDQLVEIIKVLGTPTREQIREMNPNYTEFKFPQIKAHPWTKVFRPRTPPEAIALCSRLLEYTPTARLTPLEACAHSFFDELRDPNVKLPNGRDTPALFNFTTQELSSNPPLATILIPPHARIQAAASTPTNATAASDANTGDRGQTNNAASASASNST
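Test system – GST-tagged human GSK3beta kinase, cell-free · Incubation – 60 min enzyme reaction, room temperature · Signal – ADP-Glo luminescence · Also added – peptide substrate and ATP at 25 µM · Controls – DMSO neutral wells and GW8510 at 20 µM as positive · Buffer or medium – Tris/MgCl2 kinase buffer · Measure – Luminescence-derived activity versus plate DMSO and GW8510 wells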
HSF-1 act = increases HSF-1 driven luciferase reporter signal | 300,000 compounds, 1.7% hits | activation, % at 9 µM | NIH3T3-HGL HSF-1 luciferase reporter, MG132, 8 h; 100% = twice DMSO control signal;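 active = mean replicate activation of at least 50% with a set share of replicates each reaching 50%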;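 note: 0% = median of the neutral control wells and 100% = twice that signal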
HSF1 inh = HSF1 inhibition; NIH3T3-HGL HSE-luciferase, MG132-induced, luminescence 8 h; hits give low values; activity change, negative = inhibition, % at 7.5 µM (by protocol); 300,000 compounds, 0.77% hits; AID 2098;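 active = more than half of replicate wells show activity change below -50%, luminescence cut by over half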;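 note: luciferase reports HSF-1 transcriptional activity via heat shock element; 0% = median of DMSO wells and -100% = zero luminescence signal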
GSK3A inh = blocks human GSK-3 alpha kinase; 320,000 compounds, 0.1% hits; inhibition, % at 10 µM; P49840; ADP-Glo luminescence, 60 min; AID 2650;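 in the data active = inhibition above about 50%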;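 note: GST-tagged GSK-3 alpha with peptide substrate and 25 µM ATP; 0% = DMSO neutral wells and 100% = GW8510 positive control wells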
Target sequence (P49840 whole entry, looked up): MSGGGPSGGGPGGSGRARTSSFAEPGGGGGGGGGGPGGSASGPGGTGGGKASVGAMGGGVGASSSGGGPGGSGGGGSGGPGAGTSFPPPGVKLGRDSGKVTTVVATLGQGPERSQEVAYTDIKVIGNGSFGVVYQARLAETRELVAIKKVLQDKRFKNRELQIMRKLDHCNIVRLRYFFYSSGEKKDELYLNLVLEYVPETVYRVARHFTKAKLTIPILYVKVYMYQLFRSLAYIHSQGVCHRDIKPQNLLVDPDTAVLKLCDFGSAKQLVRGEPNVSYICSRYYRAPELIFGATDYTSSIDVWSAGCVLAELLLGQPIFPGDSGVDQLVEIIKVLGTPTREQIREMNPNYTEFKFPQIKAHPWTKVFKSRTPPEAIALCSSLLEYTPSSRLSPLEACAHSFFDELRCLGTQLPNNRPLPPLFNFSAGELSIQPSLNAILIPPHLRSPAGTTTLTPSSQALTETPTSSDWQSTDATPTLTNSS
* hit, by the source's call; · = not tested or not shown. Only part of the results is shown; count on the stated rates, not on these rows.

SMILES	Platelet DG rel	DYRK1A inh	KLF5 inhibitor	HSP90 inh	IEC-6 tox	aSyn UTR inh	GSK3B inh	HSF-1 act	HSF1 inh	GSK3A inh
O=C(Nc1cc(C(F)(F)F)ccc1Cl)C(Sc1n[nH]c(=O)[nH]c1=O)c1ccccc1 (stereo unspecified)	15	-2	-5	-2	0	3	0	-1	5	-4
CCOC(=O)C1CCN(C(=O)/C=C/c2ccccc2OC)CC1	3	5	-27	1	-1	11	1	6	1	0
CCCCn1c(SCC(=O)Nc2cccc(C)n2)nnc1-c1ccco1	6	-13	-17	1	-6	6	0	-1	4	1
NC(=O)c1ccsc1NC(=O)COC(=O)/C=C/c1ccccc1	-1	7	·	·	·	-26	-2	9	2	1
Cc1ccc(CN(C)CC(=O)NC(C)c2ccccc2)cc1 (stereo unspecified)	-8	-5	-1	-6	-1	-20	1	6	3	0
CC1CCCCN1C(=O)Cn1cc(C(=O)c2ccco2)c2ccccc21 (stereo unspecified)	12	1	30	1	1	-5	-4	2	-2	-1
Cc1ccc(CCNC(=O)c2ccc(CS(=O)(=O)c3ccccc3C)o2)cc1	-1	-3	-18	-6	-3	-29	0	-19	5	-2
S=C(NCC1CCCO1)N1CCc2ccccc2C1 (stereo unspecified)	-17	3	-40	4	4	-23	-1	11	2	3
COc1ccccc1CC(=O)O/N=C(\N)c1cccc([N+](=O)[O-])c1	-2	-17	1	-4	-9	-10	-1	-24	-3	5
Cn1cccc1C1C(C#N)=C(N)OC2=C1C(=O)CC(C)(C)C2 (stereo unspecified)	8	·	-6	0	0	-17	2	34	5	-1
COC(=O)c1ccc(COc2ccccc2/C=C(\C#N)C(=O)Nc2ccc(C)cc2)cc1	21	-11	-16	-2	3	-154	-4	-8	-4	-2
CC(C)=CCSc1nnc([C@@H](NC(=O)OC(C)(C)C)C(C)C)o1	1	-2	-38	-4	-3	9	1	-10	6	-1
CC(=O)N(Cc1ccco1)C1(C(=O)NC2CCCCC2)CCCCC1	-4	1	-3	5	-3	-7	-3	-10	3	-3
CC(c1ccccc1)C1CC(=O)N(Cc2ccco2)C1=O (stereo unspecified)	12	-1	2	1	-1	-10	2	-2	4	-4
Cc1ccc2[nH]c(O)c(N=NC(=O)C3CC3c3ccccc3)c2c1Br (stereo unspecified)	16	-2	-2	4	6	7	0	2	0	-3
CC1Cc2cc(S(=O)(=O)CCC(=O)NCc3ccco3)ccc2N1C(=O)C1CC1 (stereo unspecified)	8	-7	13	3	2	-21	-1	8	-5	-2
O=C(Nc1nnc(-c2ccncc2)s1)C1CCCO1 (stereo unspecified)	9	8	-1	1	0	-55	1	-4	-11	-2
COc1ccc(C(=O)N2CC(=O)Nc3ccc(F)cc3C2c2ccccc2)cc1 (stereo unspecified)	4	0	-12	3	-7	18	1	13	-6	-1
O=[N+]([O-])c1ccccc1N/N=C/c1cc2ccccc2nc1Cl	-9	-6	-51	0	3	-206	2	26	14	-4
CCN(CC)CCN1C(=O)C(=O)/C(=C(/O)c2ccc(OC(C)C)cc2)C1c1cccs1 (stereo unspecified)	-1	0	-19	14	5	-122	2	-5	6	-3
CN(C)S(=O)(=O)c1cccc(C(=O)Nc2ccccc2[N+](=O)[O-])c1	11	4	-51	0	-7	-8	-13	9	12	-2
COC(=O)c1cc(NC(=O)C2CCCN(S(=O)(=O)c3c(C)n[nH]c3C)C2)cc(C(=O)OC)c1 (stereo unspecified)	6	·	-45	-2	1	14	1	-12	-5	1
COc1ccccc1C(=O)NC(=O)COC(=O)CN1C(=O)NC(C)(C)C1=O	-5	7	·	·	·	-1	-6	-14	-7	1
CCOCCCNC(=O)C1(O)c2ccccc2NC(=O)N1c1ccc(Cl)cc1 (stereo unspecified)	-7	-2	-44	-1	-1	-42	-6	11	3	0
Cc1ccc2nc(NC(=O)c3ccc(S(=O)(=O)N4CCCc5ccccc54)cc3)sc2c1	6	-3	-9	-5	-5	29	-4	0	-7	1
Cc1ccc(-c2nc3cccnc3s2)cc1NS(=O)(=O)c1cccs1	-10	2	-22	13	-4	-34	1	9	5	-4
Cc1cc(N2CCOCC2)nc(-c2ccccc2O)n1	2	3	-25	2	2	-11	-4	18	-8	2
CCOC(=O)Cc1nnc(NC(=O)C2CCCCC2)s1	5	-5	-15	-3	-8	-13	3	9	-9	0
CC(=O)OCc1c(COC(C)=O)[n+](=O)c2ccccc2n1[O-]	14	-3	-1	-2	-2	-7	-1	17	3	-1
C=CCNC(=S)/N=c1/ccccn1Cc1ccccc1	6	·	-21	0	-5	11	-1	11	-3	-2

Complete entries, looked up by structure. Screens in order: Platelet DG rel, DYRK1A inh, KLF5 inhibitor, HSP90 inh, IEC-6 tox, aSyn UTR inh, GSK3B inh, HSF-1 act, HSF1 inh, GSK3A inh
`CC(=O)OCc1c(COC(C)=O)[n+](=O)c2ccccc2n1[O-]` is entered as 14, -3, -1, -2, -2, -7, -1, 17, 3, -1
`COC(=O)c1ccc(COc2ccccc2/C=C(\C#N)C(=O)Nc2ccc(C)cc2)cc1` is entered as 21, -11, -16, -2, 3, -154, -4, -8, -4, -2
`Cc1ccc2nc(NC(=O)c3ccc(S(=O)(=O)N4CCCc5ccccc54)cc3)sc2c1` is entered as 6, -3, -9, -5, -5, 29, -4, 0, -7, 1
`C=CCNC(=S)/N=c1/ccccn1Cc1ccccc1` is entered as 6, ·, -21, 0, -5, 11, -1, 11, -3, -2

Other compounds follow:
SMILES	Platelet DG rel	DYRK1A inh	KLF5 inhibitor	HSP90 inh	IEC-6 tox	aSyn UTR inh	GSK3B inh	HSF-1 act	HSF1 inh	GSK3A inh
Cn1c(Cn2c(=O)sc3ccccc32)nnc1SCc1ccccc1	3	-3	5	-4	4	12	-2	0	-2	0
CCc1cccc(C)c1NC(=O)c1cc(C)oc1C	2	11	-21	3	2	1	1	3	-3	-3
Cc1ccccc1C(=O)Nc1ccnn1C1CCN(Cc2c(C)n(C)c3ccccc23)CC1	4	5	-4	0	-5	-11	-4	8	5	·
O=[N+]([O-])c1cccc(/C=N/Nc2cc(Cl)nc(-c3ccccc3)n2)c1	4	0	9	-2	-1	-15	-1	16	3	-2
COc1ccc(CNC(=O)CCc2c(C)nc3ncnn3c2C)cc1	0	-1	-6	1	-7	12	-6	3	-4	-2
O=C(Nc1ccc(Br)cc1)c1cc2ccccn2n1	6	-5	-167	-7	-3	-117	3	71*	35	-5
O=C(Nc1nc(-c2ccc(Cl)s2)cs1)c1ccccc1	-2	4	-65	8	4	-55	-2	19	13	0
COC(=O)CC1C(=O)NCCN1C(=O)c1c(F)cccc1F (stereo unspecified)	-4	1	2	0	-5	14	-2	-10	-4	-3
COc1ccc(-c2nc(N)n(C(=O)c3cccs3)n2)cc1	2	·	-20	-3	-6	0	-6	-20	-6	-1
O=S(=O)(c1ccccc1)N1CCN(CCO)CC1	-2	3	-49	1	-8	12	-3	13	1	0
CCCNC(=O)NC(=O)CSc1ccc(C)cc1C	-1	0	-41	0	9	8	-4	22	10	-1
Cc1ccc(NC(=O)CSc2nnc(COc3ccccc3C)o2)cc1	1	5	-4	-2	-4	27	0	3	-8	0
CC(C)C[C@H](NC(=O)c1nc[nH]c1C(=O)N1CCc2ccccc2C1)C(=O)OCc1ccccc1	2	4	·	·	·	-8	2	-5	-3	6
COc1cccc2c(=O)c(C(=O)NCc3cccs3)c[nH]c12	-2	5	-96	-3	8	-139	5	29	24	0
O=C(CC1c2ccccc2Oc2ccccc21)N1CCN(c2ccccn2)CC1	-4	4	-7	-1	1	-44	0	1	-3	-1
COc1ccc(/C(N)=N/OC(=O)c2ccc3c(c2)OCO3)cc1	-4	0	-18	-2	2	-98	-3	23	35	-3
Cn1cnnc1SCC(=O)NC1CCCN(Cc2ccc(Cl)cc2)C1 (stereo unspecified)	4	6	-11	-1	0	9	2	-2	-6	-2
CCN1CCN(C/C(C)=C/c2ccccc2)CC1	-4	-7	-38	-4	3	-2	1	-18	-3	0
Cc1cc(=O)[nH]c(-n2nc(C)c(Oc3ccccc3O)c2C)n1	5	-5	-6	0	-5	-8	1	10	3	-6
COc1cc(C(c2c(C)[nH][nH]c2=O)c2c(C)[nH][nH]c2=O)cc(Br)c1OC	-5	7	-41	-3	-7	-9	6	16	16	-3
O=[N+]([O-])c1ccc(Cl)cc1CNc1ccc(F)c(F)c1	12	-2	18	-3	2	-1	1	-4	-5	0
CC(C)CCn1nnnc1CN1CCN(c2ccc(F)cc2)CC1	0	-1	-8	-2	0	-3	0	2	-12	-1
CCOc1ccc(N(CC(=O)NC2CCCCC2)C(=O)CCC(=O)Nc2nccs2)cc1	11	0	-1	2	0	-4	0	25	-4	-4
COc1ccc(C(=O)NN2CCCCC2)cc1OC	8	2	-23	2	-3	17	2	-11	-8	3
CCC(=O)Nc1cccc(-c2nnc(-c3cccc(NC(=O)CC)c3)o2)c1	-17	-1	-4	-2	2	15	-1	13	1	2
Cc1c(-c2ccccc2)oc2c(C(=O)N3CCN(c4ccccc4F)CC3)cccc2c1=O	-12	1	-1	0	-3	-36	-4	-4	-4	-2
CCOc1ccc(N2C(=O)CC(NCc3ccc(F)cc3)C2=O)cc1 (stereo unspecified)	-1	9	-24	4	3	7	1	11	-1	-4
O=C(COc1ccccc1Cc1ccccc1)NCCCN1CCOCC1	20	3	-29	-3	-3	-34	-1	-9	-5	0
COc1cccc(C(N)=O)c1OC(=O)Cc1ccccc1F	11	10	-85	-2	-9	-11	1	2	-3	-1
CCOC(=O)Cn1nc(-c2ccccc2)ccc1=O	0	6	-19	-1	-1	-14	3	11	0	-1
CN(C(=O)COC(=O)c1c[nH]c(=O)[nH]c1=O)C1CCCCC1	-3	-6	1	-1	3	-25	2	-7	-8	-3
O=C(COC(=O)c1cccs1)NCCCc1ccccc1	15	·	3	-3	-9	7	2	9	0	-1
O=C(Nc1cccc(-c2cnc3ccccc3n2)c1)c1ccc(Cl)cc1	1	4	-25	2	9	4	3	-3	-3	7
Cc1cc(N/N=C/c2cccc(Cl)c2)nc(NCc2ccccc2)n1	-4	0	-2	3	0	-57	2	10	-6	0
O=C(CCc1c[nH]c2ccccc12)NCCc1ccccc1	6	3	-22	-1	-5	-15	-1	30	4	-1
CCOCCOC(=O)c1[nH]c2c(c1C)C(=O)CC(c1ccccc1)C2 (stereo unspecified)	-11	4	78*	-5	91*	41	1	-36	-25	-1
COc1cccc(N(CC(=O)NC2CCCC2)C(=O)Cn2nnc(-c3ccc(C)o3)n2)c1	5	-2	-22	1	4	0	·	-1	6	-2
NCCC(=O)N1c2ccccc2Sc2ccccc21	-3	·	-29	4	4	-6	0	24	14	-4
Cc1nc2ccc3nc(NC(=O)c4ccc(S(=O)(=O)N5CCOCC5)cc4)sc3c2s1	·	30	-21	0	-1	·	·	·	·	0
CC(=O)c1cccc(NC(=O)c2ccc(Br)o2)c1	-13	6	-10	-4	0	-71	-1	34	4	0
COc1ccc(NC(=O)C2CCCN(S(=O)(=O)c3c(C)[nH]c(=O)[nH]c3=O)C2)cc1 (stereo unspecified)	-3	·	-15	0	6	13	-2	2	0	0
O=C(O)c1nnn(-c2ccc([N+](=O)[O-])cc2)c1-c1ccccc1	·	·	-21	0	-3	·	3	·	·	-3

Screens: PubChem BioAssay, several laboratories
